Source: PubChem
Vif-A3G inh – blocks the Vif interaction with human APOBEC3G | Q9HC16 | Potency, µM (top dose mostly 46.1 µM), for the others: at the highest dose activity, negative = active, hits mostly inhibitors | AID 602310 | 410,000 tested, 0.076% active | HeLa A3G-eYFP + Vif (tagged APOBEC3G with the HIV-1 protein that degrades it), YFP fluorescence, overnight;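 also: potency is read from the fitted curve at half-maximal effect; % is scaled to controls: 0 for no effect and ±100 for the full control effect; nearly all actives have a fitted effect of over 60% in size; hits raise eYFP signal because A3G escapes Vif-driven loss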
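Read-out is eYFP fluorescence (Ex 488/Em 500-530) from Vif-expressing HeLa A3G-eYFP cells; more signal means A3G escaped Vif-mediated degradation. Cells plated overnight, compound pinned in, incubated overnight at 37 deg C.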
Vif-APOBEC3F blk – blocks the Vif interaction with APOBEC3F; Potency, µM (top dose mostly 46.1 µM), inactives show top-dose activity, negative = active; 390,000 tested, 0.2% active; AID 602313; HeLa A3F-eYFP + Vif (tagged APOBEC3F with the HIV-1 protein that degrades it), YFP fluorescence increase; also: potency is read from the fitted curve at half-maximal effect; % of control where 0% means no effect; nearly all actives have a fitted effect of over 65% in size
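Fluorescence increase (Ex 488/Em 500-530) after overnight compound treatment at 37 deg C flags inhibition of Vif-driven A3F-eYFP loss in stable HeLa A3F-eYFP/Vif cells seeded overnight beforehand.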
RGS4 inh – blocks human RGS4-accelerated GTP hydrolysis; P49798; Transcreener GDP fluorescence polarization, RGS4-accelerated GTP hydrolysis; Potency, µM (series often up to 114 µM), without a hit: top-dose activity change, negative = inhibition, most hits filed as inhibitors; 390,000 tested, 0.039% active; AID 504845; also: potency is read from the fitted curve at half-maximal effect; % is scaled to controls: 0 for no effect and ±100 for the full control effect; nearly all actives have a fitted effect of over 75% in size; some results filed as inactive show a strong effect at the top dose
Target sequence (P49798 whole entry, looked up): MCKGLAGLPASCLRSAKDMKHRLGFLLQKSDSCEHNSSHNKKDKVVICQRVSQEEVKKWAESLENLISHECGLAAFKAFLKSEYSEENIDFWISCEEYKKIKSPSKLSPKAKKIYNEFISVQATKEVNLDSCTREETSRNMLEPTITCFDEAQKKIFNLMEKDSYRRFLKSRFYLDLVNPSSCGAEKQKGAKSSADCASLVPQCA
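MLSMR compounds (23 nl, pin-transferred) preincubated 10 min at room temperature with a 500nM (2x) first reagent, then RGS4 at 900nM (2x) plus Transcreener GDP mix added; fluorescence polarization (620/688 nm) read before and after 90 min at 30 °C.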
GRP78 ERSR act – induces the endoplasmic reticulum stress response in human glioma cells. U87-MG GRP78 promoter luciferase reporter, 16 h. Potency, µM, for the others: at the highest dose activation, actives largely listed as activators. 420,000 tested, 0.02% active. AID 602332; also: potency is read from the fitted curve at half-maximal effect; series mostly up to about 76 µM; % of control where 0% means no effect; nearly all actives have a fitted effect of over 35% in size
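ERSR induction read as luciferase luminescence (Bright-Glo, 10 min at room temperature) in stably transfected human U87-MG glioma cells exposed to compounds for 16 h, using GRP78 as sensor.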
TrxR1 inh – inhibitors of rat thioredoxin reductase 1. O89049. recombinant rTrxR1, NADPH fluorescence consumption, selenite substrate. Potency, µM (doses to about 114 µM), for the others: at the top dose activity change, negative = inhibition, actives largely listed as inhibitors. 390,000 tested, 1% active. AID 588453; also: potency is read from the fitted curve at half-maximal effect; % is scaled to controls: 0 for no effect and ±100 for the full control effect; nearly all actives have a fitted effect of over 65% in size
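Rat TrxR1 (90 nM in the dispensed reagent) was pre-reduced with 400 uM NADPH for 5 min at room temperature, then incubated with compound for 15 min. After 400 uM selenite was added, NADPH fluorescence (Ex 340/Em 450 nm) was followed for 8 min.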
USP1-UAF1 inh – USP1/UAF1 (human) deubiquitinase inhibition. Potency, µM (titrated, usually from 57.1 µM), inactives show top-dose activity change, negative = inhibition, most hits filed as inhibitors. AID 743255. recombinant USP1/UAF1, Ub-Rhodamine cleavage fluorescence. 390,000 tested, 0.23% active; also: potency is read from the fitted curve at half-maximal effect; % is scaled to controls: 0 for no effect and ±100 for the full control effect; nearly all actives have a fitted effect of over 60% in size; inactives centre near -12
Target sequence (O94782 whole entry, looked up): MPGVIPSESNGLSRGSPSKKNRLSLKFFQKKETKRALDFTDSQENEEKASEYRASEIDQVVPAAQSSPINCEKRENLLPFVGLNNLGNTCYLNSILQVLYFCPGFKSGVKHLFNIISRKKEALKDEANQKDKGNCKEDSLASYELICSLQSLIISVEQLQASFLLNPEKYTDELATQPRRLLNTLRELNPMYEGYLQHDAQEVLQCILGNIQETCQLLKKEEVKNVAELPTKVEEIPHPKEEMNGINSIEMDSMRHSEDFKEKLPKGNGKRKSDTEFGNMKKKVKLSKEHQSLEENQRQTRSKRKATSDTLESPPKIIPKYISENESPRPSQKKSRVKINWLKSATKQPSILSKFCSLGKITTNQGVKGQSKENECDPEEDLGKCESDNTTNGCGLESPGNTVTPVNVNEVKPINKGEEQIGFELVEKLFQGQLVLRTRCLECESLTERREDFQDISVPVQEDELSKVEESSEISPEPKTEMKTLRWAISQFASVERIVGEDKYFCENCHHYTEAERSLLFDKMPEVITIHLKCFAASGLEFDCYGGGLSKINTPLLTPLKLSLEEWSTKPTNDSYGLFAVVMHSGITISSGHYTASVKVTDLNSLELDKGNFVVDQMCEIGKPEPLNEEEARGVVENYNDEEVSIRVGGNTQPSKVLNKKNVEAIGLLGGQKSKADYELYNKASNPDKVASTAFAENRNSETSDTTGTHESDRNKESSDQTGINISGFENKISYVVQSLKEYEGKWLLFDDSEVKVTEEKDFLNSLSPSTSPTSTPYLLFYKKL
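In this screen, compounds sit with the deubiquitinase complex (1nM) for 15 min at room temperature before Ub-Rho is added at 150nM final. Fluorescence rise is then followed for 6 reads every 60 seconds.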
LDHA block – blocks human lactate dehydrogenase A; P00338; purified LDHA, NADH/diaphorase-resazurin fluorescence; hits give low values; activity change, % (values are at about 110 or 230 µM); 480,000 tested, 0.15% active; in the data active = activity change below about -30%; inconclusive = mostly about -25% to -30%;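 also: plate controls were DMSO wells for no effect and wells without enzyme for full effect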
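LDH5 2 nM; NADH 0.06 mM, pyruvate 0.2 mM; 200 mM Tris pH 7.4, EDTA, Tween-20; 5 min RT. Detection: diaphorase 0.133 mg/mL + resazurin 37 µM, fluorescence ex540/em590 at 0 and 20 min; normalized to enzyme-free and DMSO wells.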
IDH1 R132H inh – human IDH1 R132H inhibition; 390,000 tested, 0.093% active; IDH1-R132H enzyme, NADPH consumption, diaphorase/resazurin fluorescence; Potency, µM (doses to about 76.6 µM), inactives show at the top dose activity change, negative = inhibition, usual class: inhibitors; AID 602179; O75874; also: potency is read from the fitted curve at half-maximal effect; % is scaled to controls: 0 for no effect and ±100 for the full control effect; nearly all actives have a fitted effect of over 65% in size
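IDH1-R132H (0.5 ug/mL dispensed) in pH 7.5 Tris buffer was preincubated 30 min with compound, then given a substrate mix of 0.016 mM NADPH and 2 mM alpha-KG for 80 min at room temperature; remaining NADPH was read by diaphorase/resazurin fluorescence.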
TrxR1 substrate – substrates of rat thioredoxin reductase 1; O89049; purified TrxR1 substrate turnover, NADPH consumption readout; Potency, µM (series often up to 114 µM), without a hit: at the highest dose activity change, negative = substrate turnover; 390,000 tested, 0.01% active; also: potency is read from the fitted curve at half-maximal effect; % is scaled to controls: 0 for no effect and ±100 for the full control effect; nearly all actives have a fitted effect of over 50% in size
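Rat TrxR1, dispensed at 90 nM, was prereduced with 400 uM NADPH (final) for 5 min at ~22 deg C, then incubated with compound 15 min before 400 uM selenite. A first-read NADPH fluorescence drop versus no-compound background flagged substrates.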
The depositor's hits bear a star; u = inconclusive; x = not tested or not shown; [ ] = dose if it differs, or a comment. Unless noted, calls follow the shape of the dose curve; as a rule, active = well fitted curve in the direction sought with a large enough effect; inconclusive = small, poorly fitted or top-dose-only effect, or another doubt; inactive = no such curve, though single readings can be large; an effect the other way counts as inactive or inconclusive.

SMILES	Vif-A3G inh	Vif-APOBEC3F blk	RGS4 inh	GRP78 ERSR act	TrxR1 inh	USP1-UAF1 inh	LDHA block	IDH1 R132H inh	TrxR1 substrate
COc1ccc(CCNC(=O)Cn2ccc3cc(S(=O)(=O)N4CCCC4)ccc32)cc1OC	2%	0%	6%	-2%	10%	-13%	1	-10%	4%
Cc1[nH]nc2c1C(c1ccco1)C(C#N)=C(N)O2 (stereo not drawn)	-1%	7%	-4%	-4%	u	-7%	3	-8%	2%[57.1 µM]
CC(C)N1CCN(c2ccc(OCC3COC(Cn4cncn4)(c4ccc(Cl)cc4Cl)O3)cc2)CC1 (stereo not drawn)	-1%	8%	-33%	-4%	7%[11.4 µM]	-1%	7	2%	6%[11.4 µM]
CNC(=O)c1cc(OCC(F)(F)F)ccc1OCC(F)(F)F	1%	-5%	-12%	-1%	-7%	-17%	0	5%	2%
Cn1c(N)c(C(=O)Nc2ccccc2F)sc1=S	1%	2%	0%	0%	8%	-7%	-2	9%	-12%
OCC1(Cc2ccccc2)CCCN(Cc2cn[nH]c2-c2ccccc2)C1 (stereo not drawn)	2%	-34%	6%	-7%	10%	-4%	-4	8%	-2%
COc1ccccc1NC(=O)c1c(NC(=O)c2ccccc2Cl)sc2c1CCC2	x	x	7%	x	-7%	-13%	-6	x	-1%
CCC(C)NC(=O)CSc1nc2cc(S(=O)(=O)N3CCOCC3)ccc2n1CC (stereo not drawn)	1%	-5%	-30%	-6%	-2%	-17%	-4	6%	-6%
CCOC(=O)c1c(SCC(=O)Nc2nc(C)cs2)nc(=O)[nH]c1C	5%	2%	-32%	-9%	22%	-25%	-1	6%	5%
O=C(Nc1ccc(N2CCOCC2)c(Cl)c1)c1cc2ccccc2o1	-5%	x	-13%	-4%	7%[2.29 µM]	-19%	0	32%[activator]	-4%
Oc1cc(Br)ccc1C=Nc1ccc(N2CCCCC2)cc1	-10%	7%	-6%	3%	-10%	-26%	5	6%	-3%
CCN1CCN(CCCNC(=O)CNC(=O)c2nn(-c3ccc(OC)cc3)c(=O)c3ccccc23)CC1	1%	3%	6%	-2%	23%	-2%	-6	7%	7%
CCCCNC(=O)c1onc(CSc2cccc(OC)c2)c1C(=O)NCCCC	-10%	-7%	-21%	-2%	42%[activator]	u	4	6%	-3%[57.1 µM]
CC(=O)NS(=O)(=O)c1ccc(NC(=S)NC(=O)Cc2ccccc2)cc1	-1%	2%	-4%	-3%	-5%	-7%	-2	8%	-1%
Cc1nn(Cc2ccccc2Cl)c(C)c1C(=O)NCC(c1cccs1)N1CCOCC1 (stereo not drawn)	-4%	-5%	-17%	0%	-22%	4%	1	2%	-16%
CC(=O)Nc1ccc(-c2nnc3n(Cc4ccc(C)cc4)c(=O)c4ccccc4n23)cc1	1%	-2%	-20%	-2%	21%	-7%	3	16%	4%
COc1ccc2cc(CCOC3CCCCO3)ncc2c1 (stereo not drawn)	2%	0%	18%	-10%	10%[57.1 µM]	-14%	-1	4%	16%[57.1 µM]
COc1cccc(COC(=O)C(Cc2ccccc2)NC(=O)c2ccco2)c1 (stereo not drawn)	-5%	-4%	x	-4%	x	u	-6	1%	x
Cc1ccc(Nc2ncnc(-n3cccc3)n2)cc1Cl	-2%	4%	17%	7%	27%	-20%	-2	8%	4%
O=C1/C(=C/c2ccccc2)SC(=S)N1C1CCS(=O)(=O)C1 (stereo not drawn)	-13%	u	-40%	-3%	-1%	-21%	2	10%	1%
OCC1OC(Oc2c(Br)cc(Br)cc2Br)C(O)C(O)C1O (stereo not drawn)	-3%	3%	10%	-4%	-2%[2.29 µM]	-10%	-9	-6%	-2%[57.1 µM]
CC[C@]12c3[nH]c4cc(CCC(=O)N(C)C)ccc4c3CCN1C(=O)[C@@H](CC(=O)NCCc1ccccn1)C[C@@H]2C(=O)N1CCN(C(=O)c2ccco2)CC1	-8%	-2%	-1%	-2%	5%	-31%	3	3%[38.3 µM]	4%
CC1(C)Cc2c(c(-c3ccccc3)[nH]c(=O)c2C#N)CS1	2%	1%	8%	-6%	-14%	-3%	-8	3%	-4%
NC(=O)C1CCN(C(=O)C2CC(=O)N(c3ccc(F)cc3)C2)CC1 (stereo not drawn)	-2%	-4%	23%	0%	-4%	-3%	-4	0%	-3%

Profiles as entered above. Values in the order: Vif-A3G inh	Vif-APOBEC3F blk	RGS4 inh	GRP78 ERSR act	TrxR1 inh	USP1-UAF1 inh	LDHA block	IDH1 R132H inh	TrxR1 substrate
Listed for COc1ccc2cc(CCOC3CCCCO3)ncc2c1 (stereo not drawn) → 2%	0%	18%	-10%	10%[57.1 µM]	-14%	-1	4%	16%[57.1 µM]
Listed for CCCCNC(=O)c1onc(CSc2cccc(OC)c2)c1C(=O)NCCCC → -10%	-7%	-21%	-2%	42%[activator]	u	4	6%	-3%[57.1 µM]

The list goes on.
SMILES	Vif-A3G inh	Vif-APOBEC3F blk	RGS4 inh	GRP78 ERSR act	TrxR1 inh	USP1-UAF1 inh	LDHA block	IDH1 R132H inh	TrxR1 substrate
c1ccc(COc2ncnc3c2ncn3CCCNCC2CCCO2)cc1 (stereo not drawn)	0%	-3%	4%	-1%	-24%	-2%	-17	-14%	-7%
COc1ccc(Cn2ccc(=O)c(Cc3c(Cl)cccc3Cl)c2C)cc1	-5%	-1%	37%	-5%	-9%	-3%	0	1%	-10%
O=C(Cc1ccc2c(c1)OCCO2)N1CCN(S(=O)(=O)c2cccc(C(F)(F)F)c2)CC1	1%	-4%	-41%	-3%	9%	-10%	4	3%	-5%
COCc1cc(=O)[nH]c(/N=C(\N)Nc2ccc(C)cc2C)n1	0%	9%	-13%	-4%	29%[57.1 µM]	-3%	-6	8%	4%[57.1 µM]
COc1ccc(NC(=O)CSc2nnc3ccc(-c4ccccn4)nn23)cc1	0%	4%	-9%	-5%	-5%	-4%	-2	2%	2%
CCOC(=O)N1CCC(NC(=O)c2cc3c(-c4ccc(Cl)cc4)nn(C)c3s2)CC1	0%	1%	-22%	-2%	21%	u	-8	4%	20%
NC(=O)CC(NC(=O)Cc1ccc(Br)cc1)c1ccc(NCCOc2ccccc2)c([N+](=O)[O-])c1 (stereo not drawn)	-4%	-8%	-7%	1%	23%	-24%	-4	28%	3%
CC(=O)Nc1ccc2c(CN3C(=O)NC(C)(c4ccc(C)cc4)C3=O)cc(=O)oc2c1 (stereo not drawn)	-2%	-8%	-12%	-4%	9%[57.1 µM]	-7%	-2	-7%	165%[activator][57.1 µM]
CN(C(=O)CSc1cn(CC(=O)N2CCCC2)c2ccccc12)c1ccccc1	3%	9%	-12%	1%	24%	-17%	5	12%	6%
COc1ccc(CNC(=S)NCc2ccc(OC(C)C)cc2)cc1	-1%	-8%	12%	2%	3%[57.1 µM]	-17%	-5	1%	2%[57.1 µM]
COc1coc(C(O)C[N+](=O)[O-])cc1=O (stereo not drawn)	3%	-18%	-20%	-1%	50µM*	-12%	14	0%	5%
CCCOC1CCCN(C(=O)c2ccc(OC3CCN(C(=O)CCOC)CC3)cc2)C1 (stereo not drawn)	0%	1%	19%	-1%	16%	-10%	-7	-6%	3%

Among those listed so far, 10 contain an aryl methoxy group.
SMILES	Vif-A3G inh	Vif-APOBEC3F blk	RGS4 inh	GRP78 ERSR act	TrxR1 inh	USP1-UAF1 inh	LDHA block	IDH1 R132H inh	TrxR1 substrate
COc1ccc(CCNC(=O)Cn2ccc3cc(S(=O)(=O)N4CCCC4)ccc32)cc1OC	2%	0%	6%	-2%	10%	-13%	1	-10%	4%
COc1ccccc1NC(=O)c1c(NC(=O)c2ccccc2Cl)sc2c1CCC2	x	x	7%	x	-7%	-13%	-6	x	-1%
CCN1CCN(CCCNC(=O)CNC(=O)c2nn(-c3ccc(OC)cc3)c(=O)c3ccccc23)CC1	1%	3%	6%	-2%	23%	-2%	-6	7%	7%
CCCCNC(=O)c1onc(CSc2cccc(OC)c2)c1C(=O)NCCCC	-10%	-7%	-21%	-2%	42%[activator]	u	4	6%	-3%[57.1 µM]
COc1ccc2cc(CCOC3CCCCO3)ncc2c1 (stereo not drawn)	2%	0%	18%	-10%	10%[57.1 µM]	-14%	-1	4%	16%[57.1 µM]
COc1cccc(COC(=O)C(Cc2ccccc2)NC(=O)c2ccco2)c1 (stereo not drawn)	-5%	-4%	x	-4%	x	u	-6	1%	x
COc1ccc(Cn2ccc(=O)c(Cc3c(Cl)cccc3Cl)c2C)cc1	-5%	-1%	37%	-5%	-9%	-3%	0	1%	-10%
COc1ccc(NC(=O)CSc2nnc3ccc(-c4ccccn4)nn23)cc1	0%	4%	-9%	-5%	-5%	-4%	-2	2%	2%
COc1ccc(CNC(=S)NCc2ccc(OC(C)C)cc2)cc1	-1%	-8%	12%	2%	3%[57.1 µM]	-17%	-5	1%	2%[57.1 µM]
COc1coc(C(O)C[N+](=O)[O-])cc1=O (stereo not drawn)	3%	-18%	-20%	-1%	50µM*	-12%	14	0%	5%

A portion of the library (hit frequency here may not be typical).
